Screening data deposited in PubChem by NMMLSC.
LAP4 TOR yeast = modulators of LAP4-GFP expression in yeast, primary screen, S. cerevisiae, multiplex flow cytometry, MLPCN library | hit rate 0.34% among 320,000 | 3 h; median GFP as percent of DMSO wells | GFP response vs DMSO, % at 10 µM;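 active = GFP response vs DMSO above a set limit, about the screen mean plus 3 SD, cut at about 150% in these data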
AGP1-GFP MLPCN = modulators of AGP1-GFP expression in yeast TOR pathway, primary screen, cell-based, multiplex flow cytometry, S. cerevisiae, MLPCN library; GFP response vs DMSO, % at 10 µM; hit rate 0.02% among 320,000; 3 h; GFP as percent of DMSO wells;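 active = GFP response relative to DMSO above a set limit, near screen average plus 3 SD, cut at about 150% in these data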;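 note: median GFP channel fluorescence of the gated AGP1 strain per well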
GRK2 inh = compounds blocking aptamer binding on GRK2 – biochemical, human GRK2, bead flow cytometry, HTS, primary screen | Beta-adrenergic receptor kinase 1 (Homo sapiens), P25098 | FAM-aptamer displacement from GRK2 | inhibition of aptamer binding, % at 10 µM | hit rate 0.59% among 330,000 | AID 488847, 2010;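 active = inhibition of aptamer binding above 40%, roughly 3 SD of noise, on plates passing a quality check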;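 note: median bead fluorescence of bound FAM aptamer so fluorescent compounds give negative values; no value below 0 was filed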
CR mimetic SO = reduction of superoxide in aged yeast, primary screen, HTS; AID 2690, 2010; S. cerevisiae aged cells, superoxide DHE fluorescence; active compounds read low; superoxide response (% of plate mean), % at 10 µM; hit rate 0.18% among 330,000;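 active = superoxide response under a set limit, about three screen SD below normal, cut at about 65% in these data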;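 note: yeast aged for seven days with compound at 30 °C before DHE staining; 100% = average MFI of all compound-treated wells on the plate with controls excluded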
CIT2-GFP yeast = modulators of CIT2-GFP expression in yeast, primary screen, S. cerevisiae, GFP fusion, multiplex flow cytometry, MLPCN library; S. cerevisiae CIT2-GFP strain, 3 h; 100 means same as DMSO wells; hit rate 0.065% among 320,000; GFP response vs DMSO, % at 10 µM; AID 2029, 2009;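 active = GFP response relative to DMSO above a set limit, near the screen mean plus 3 SD, cut at about 150% in these data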;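 note: ratio of well median GFP fluorescence to mean of DMSO wells on the plate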
RPL19A-GFP yeast = RPL19A-GFP expression modulators in yeast, primary screen, cell-based, S. cerevisiae, multiplex flow cytometry, MLPCN; S. cerevisiae RPL19A-GFP strain, 3 h; active compounds read low; percent response vs DMSO, % at 10 µM; hit rate 0.3% among 330,000; AID 2025, 2009;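 active = percent response vs DMSO below 50%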;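 note: median channel GFP fluorescence of the barcoded RPL19A-GFP strain; ratio of sample median GFP to plate DMSO average so 100% = DMSO; lower means less RPL19A-GFP as with rapamycin TOR inhibition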
VLA-4 inh = inhibition in human VLA-4 binding assay, primary screen, VLA-4 allosteric modulator project, MLPCN library, flow cytometry, VLA-4 expressing cells | Integrin alpha-4 (Homo sapiens), P13612 | ligand binding flow cytometry | inhibition, % (about 7 µM as worked out from the volumes in the protocol) | hit rate 0.2% among 330,000; in the data active = inhibition above about 50%
Target sequence (P13612 whole entry, looked up): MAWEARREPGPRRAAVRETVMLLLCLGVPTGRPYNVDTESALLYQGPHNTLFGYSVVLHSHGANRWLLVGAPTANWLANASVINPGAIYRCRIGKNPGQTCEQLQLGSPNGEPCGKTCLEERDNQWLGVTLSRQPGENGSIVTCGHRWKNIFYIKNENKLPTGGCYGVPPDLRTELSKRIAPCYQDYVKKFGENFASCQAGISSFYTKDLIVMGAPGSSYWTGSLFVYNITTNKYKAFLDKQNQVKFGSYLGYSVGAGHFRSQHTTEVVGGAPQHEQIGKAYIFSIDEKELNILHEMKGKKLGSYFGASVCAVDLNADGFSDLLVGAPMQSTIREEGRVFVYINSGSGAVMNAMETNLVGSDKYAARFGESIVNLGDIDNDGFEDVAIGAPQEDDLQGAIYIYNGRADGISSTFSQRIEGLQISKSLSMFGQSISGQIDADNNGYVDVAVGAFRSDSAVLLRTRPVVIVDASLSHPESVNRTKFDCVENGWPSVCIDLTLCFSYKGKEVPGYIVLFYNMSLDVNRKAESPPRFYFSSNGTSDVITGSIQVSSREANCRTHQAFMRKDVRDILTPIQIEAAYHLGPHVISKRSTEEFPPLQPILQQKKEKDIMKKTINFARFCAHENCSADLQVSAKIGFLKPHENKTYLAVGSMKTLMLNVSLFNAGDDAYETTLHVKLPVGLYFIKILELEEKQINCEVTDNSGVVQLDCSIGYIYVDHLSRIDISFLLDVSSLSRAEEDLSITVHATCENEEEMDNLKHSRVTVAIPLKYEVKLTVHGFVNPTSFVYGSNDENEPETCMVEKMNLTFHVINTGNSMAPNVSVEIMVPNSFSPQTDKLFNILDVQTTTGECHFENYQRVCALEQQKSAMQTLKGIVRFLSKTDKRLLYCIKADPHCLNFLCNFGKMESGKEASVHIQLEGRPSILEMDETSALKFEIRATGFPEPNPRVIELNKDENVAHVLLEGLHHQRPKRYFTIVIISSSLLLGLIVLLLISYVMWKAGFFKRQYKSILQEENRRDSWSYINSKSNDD
MEP2-GFP yeast = modulators of MEP2-GFP levels in yeast, primary screen, S. cerevisiae, multiplex flow cytometry, MLPCN library. S. cerevisiae MEP2-GFP strain, 3 h; 100% = DMSO control level. GFP response vs DMSO, % at 10 µM. hit rate 0.51% among 330,000. AID 2016, 2009;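 active = GFP response versus DMSO above a set limit, roughly screen mean plus 3 SD, cut at about 180% in these data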;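 note: median GFP fluorescence of the barcode-gated MEP2-GFP cells per well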
* hit, by the source's call; · = no result given.

SMILES	LAP4 TOR yeast	AGP1-GFP MLPCN	GRK2 inh	CR mimetic SO	CIT2-GFP yeast	RPL19A-GFP yeast	VLA-4 inh	MEP2-GFP yeast
CCc1cc(-c2[nH]ncc2-c2ccc(OC)cc2)c(O)cc1O	98	101	0	100	110	106	7	107
CCCCC(=O)N(c1ccc(OC)cc1)C1C=CS(=O)(=O)C1 (stereo not drawn)	102	101	0	103	108	100	-2	97
CCOc1cc(C(=O)OCc2cccc(OC)c2OC)ccc1OCC(=O)N1CCOCC1	84	90	0	98	83	90	-1	91
Cc1cnc(C(=O)Nc2cccc(-c3nnc4n3CCCCC4)c2)cn1	98	98	6	105	96	101	-4	103
O=C(NC1CC1)c1sc2cc(Cl)ccc2c1Cl	119	96	2	112	82	94	6	94
CC(C)CNS(=O)(=O)c1cc(C(=O)O)c(Cl)cc1Cl	104	104	2	94	97	100	24	99
Cc1ccc(OCCCC(=O)NCc2ccco2)c(C)c1	103	97	0	91	102	96	7	103
Cc1noc(NS(=O)(=O)c2ccc(NC(=O)NC(C)(C(F)(F)F)C(F)(F)F)cc2)c1C	92	101	0	103	96	106	4	107
CC(=O)Nc1ccc(SCc2c(C)noc2C)cc1	101	105	0	96	104	103	12	105
COc1ccc(/C=C2\SC(=O)N(CC(=O)N(C)C3CCS(=O)(=O)C3)C2=O)cc1 (stereo not drawn)	91	99	0	86	106	106	0	108
COc1ccc(NC(=O)C(Sc2nnc3ccccn23)c2ccccc2)cc1Cl (stereo not drawn)	94	103	20	96	105	102	-10	95
CC1CCCN(C(=O)CSc2nc3ccccc3o2)C1 (stereo not drawn)	96	99	0	102	98	100	-1	101
N#CC1(NC(=O)COC(=O)/C=C/c2ccc3ccccc3n2)CCCCC1	93	95	0	107	90	92	17	89
Cc1ccc(C(=O)Oc2cc(N)n(S(=O)(=O)c3ccc(F)cc3)n2)cc1	96	97	2	87	95	97	3	101
CC1=Nc2ccccc2N=C(NC(=O)CSc2nnnn2-c2ccccc2)C1c1ccccc1 (stereo not drawn)	92	95	0	99	96	90	-1	91
Cc1sc(N(C(=O)CCc2ccccc2)c2ccc(C(=O)O)cc2)nc1-c1ccccc1	104	103	0	108	103	98	10	105
CCOC(=O)Cc1c(C)nc2cc(-c3ccc(C(C)(C)C)cc3)[nH]n2c1=O	97	99	0	93	108	99	-2	102
CCCSc1nnc(CSc2nc3ccccc3s2)n1-c1ccccc1	100	97	5	100	102	98	-11	102
Cc1ccc(C(=O)NCCc2ccc(S(=O)(=O)N3CCCC3)cc2)cc1	100	100	1	101	99	101	0	100
COc1ccc(NC(=O)c2ccc(COc3ccccc3Br)o2)c(OC)c1	100	89	3	102	73	87	-1	88
COc1ccc(NC(=O)C(c2ccc(Cl)cc2)C(C)C)cn1 (stereo not drawn)	103	106	1	97	110	105	6	102
S=C(Nc1cccc(Cl)c1Cl)N1CCCC1	67	93	0	79	99	108	-7	101
Cc1ccc(N(C)S(=O)(=O)c2c[nH]c3ccc([N+](=O)[O-])cc23)cc1	84	86	1	98	98	95	-3	95
O=C(COc1ccccc1)Nc1nnc(-c2ccc(Cl)cc2)o1	103	93	1	89	97	106	1	89
CN(C)S(=O)(=O)c1ccc(Cl)c(NC(=O)CN2C(=O)NC3(CCCC3)C2=O)c1	105	94	0	108	94	94	21	91
SMILES	LAP4 TOR yeast	AGP1-GFP MLPCN	GRK2 inh	CR mimetic SO	CIT2-GFP yeast	RPL19A-GFP yeast	VLA-4 inh	MEP2-GFP yeast
CCCn1c(N)c(NCCN2CCOCC2)c(=O)n(CC(=O)NCc2ccccc2)c1=O	104	94	0	97	91	95	17	104
Cc1cc(Cl)c(S(=O)(=O)NCC2CCCO2)cc1OCC(=O)NC1CCCCC1 (stereo not drawn)	82	92	3	97	91	91	-3	88
O=C(Nc1ccc(F)c(Cl)c1)c1cncs1	96	93	0	102	97	98	-6	98
Cc1cccc(NC(=O)CCC(=O)OCc2ccc(Br)cc2)c1	94	86	0	99	86	100	14	98
Cc1ccc(S(=O)(=O)/N=C2/NC(=O)/C(=C/c3ccncc3)S2)cc1	100	103	2	118	108	108	2	108
COc1ccc(-c2nnc(-c3cc4c(ccc5ccccc54)oc3=O)o2)cc1	93	·	2	99	82	93	-6	96
COc1ccccc1NC(=S)Nc1ccc2cn[nH]c2c1	103	94	0	98	92	86	-1	86
COc1ccc(C2=NS(=O)(=O)N(C)C(C(=O)NCc3ccccc3)=C2)cc1OC	99	100	5	88	99	97	21	96
COc1ccc(N2CCN(C(=O)COC(=O)COc3ccc(C#N)cc3)CC2)cc1	106	110	1	102	111	101	0	100
O=C(CN(Cc1ccc(F)cc1)C(=O)CCC(=O)Nc1nccs1)NCC1CCCO1 (stereo not drawn)	95	105	1	94	112	104	7	106
COc1ccc(-c2cc3n(n2)CCc2nc4ccccc4n2-3)cc1	87	90	0	133	85	102	-16	96
OCCc1ccc(-c2ccc(Cl)cc2)o1	99	94	0	93	94	102	7	95
Clc1cccc(CN2CCN(Cc3nc(CCc4ccccc4)no3)CC2)c1	119	109	0	91	99	86	1	92
CCOC(=O)c1cc(C)sc1NC(=O)C1CCC1	100	90	1	124	94	92	9	99
O=C(O)c1cc2c(s1)-c1ccccc1CC2	93	78	2	91	104	94	-1	98
CC(C)(C)SCCNC(=O)CN(c1ccccc1)S(=O)(=O)c1ccc(F)cc1	102	103	5	94	105	103	-21	102
CCn1cc(/C=N\NC(=O)c2ccc(F)cc2)cn1	105	98	0	99	102	100	5	118
COc1ccccc1C(O)(C(=O)NN(C)c1ccccc1)c1ccccc1OC	98	97	0	106	98	99	1	101
O=C(/C=C/c1cccc(Cl)c1)NCCCN1CCOCC1	73	89	1	88	97	111	-6	111
COCCNC(=O)C1CCN(C(=O)C2CC(=O)N(c3ccc(C)cc3)C2)CC1 (stereo not drawn)	102	104	1	96	100	107	0	104
CCC(=O)c1ccc(OCC(=O)OCC(=O)Nc2sccc2C(N)=O)cc1	118	114	0	101	106	100	15	107
COCCN(Cc1cc2cc3c(cc2nc1Cl)OCO3)C(=O)Nc1ccc(OC)cc1	98	98	1	128	97	101	54*	99
CCOC(=O)C1(CCc2ccccc2)CCN(Cc2ccn[nH]2)CC1	83	88	0	100	87	90	22	84
Oc1cc(NCc2ccc(Cl)cc2)cc2cccnc12	102	104	1	112	98	97	0	100
CC(C)OC(=O)c1ccc(NC(=O)c2cncc(Br)c2)cc1	106	104	0	103	103	117	6	105

3 records picked at random from those above:
SMILES	LAP4 TOR yeast	AGP1-GFP MLPCN	GRK2 inh	CR mimetic SO	CIT2-GFP yeast	RPL19A-GFP yeast	VLA-4 inh	MEP2-GFP yeast
CCC(=O)c1ccc(OCC(=O)OCC(=O)Nc2sccc2C(N)=O)cc1	118	114	0	101	106	100	15	107
COc1ccc(N2CCN(C(=O)COC(=O)COc3ccc(C#N)cc3)CC2)cc1	106	110	1	102	111	101	0	100
COc1ccccc1C(O)(C(=O)NN(C)c1ccccc1)c1ccccc1OC	98	97	0	106	98	99	1	101

3 entries already listed, ordered by the value under MEP2-GFP yeast, highest first.
mol | LAP4 TOR yeast | AGP1-GFP MLPCN | GRK2 inh | CIT2-GFP yeast | RPL19A-GFP yeast | VLA-4 inh | MEP2-GFP yeast
O=C(CN(Cc1ccc(F)cc1)C(=O)CCC(=O)Nc1nccs1)NCC1CCCO1 (stereo not drawn) | 95 | 105 | 1 | 112 | 104 | 7 | 106
O=C(Nc1ccc(F)c(Cl)c1)c1cncs1 | 96 | 93 | 0 | 97 | 98 | -6 | 98
OCCc1ccc(-c2ccc(Cl)cc2)o1 | 99 | 94 | 0 | 94 | 102 | 7 | 95

(further entries)
SMILES	LAP4 TOR yeast	AGP1-GFP MLPCN	GRK2 inh	CR mimetic SO	CIT2-GFP yeast	RPL19A-GFP yeast	VLA-4 inh	MEP2-GFP yeast
CNC(=O)OCc1cccc(COC(=O)NC)n1	108	108	0	96	105	106	0	110
COc1ccc(C=NNc2ccc([N+](=O)[O-])cc2S(=O)(=O)Nc2ccccc2C(=O)O)cc1OC	96	101	2	106	107	98	-8	104
Cc1ccc(CNc2nc3ccccc3n2C)o1	100	104	2	101	102	104	11	95
Cc1ccc(S(=O)(=O)N(C)C)cc1NC(=O)CSc1nnc(C2CC2)n1C1CC1	102	96	0	99	98	98	36	105
COC(=O)CC1C(=O)NCCN1C(=O)c1c(F)cccc1F (stereo not drawn)	97	98	0	93	99	95	-10	101
Cc1cc(C(=O)N2CCc3ccccc3C2)n[nH]1	97	97	2	100	103	101	-5	96
COc1ccc(Nc2ncnc3ccc([N+](=O)[O-])cc23)c(OC)c1	99	100	0	109	97	108	-1	104
Cc1ccccc1N1C(=O)C(Cl)=C(N2CCOCC2)C1=O	101	102	0	101	99	109	17	107
COc1ccccc1NC(=O)CSc1nc(O)cc(=O)[nH]1	98	100	1	92	96	95	3	98
Cc1cc2[nH]c(=O)c3ccccc3n2n1	·	95	0	91	86	94	6	96
COC(=O)CN1C(=O)[C@@H]2[C@H](C1=O)[C@@H]1CC(C(=O)OC)=C[C@@H](C(=O)OC)[C@@H]3C1=C(C(=O)[C@]3(C)NC(=O)c1ccccc1)[C@@H]2C	112	90	0	107	96	101	-5	96
Cc1cc(C)c(S(=O)(=O)Nc2nccs2)c(C)c1	99	101	2	101	102	99	11	105
CSc1cnc2c(N)nc(N(C)C)nc2n1	99	105	2	101	109	104	7	103
Cc1ccc(C=Nc2ccccc2C(N)=O)o1	138	115	0	104	99	107	9	108
Cc1ccccc1C(=O)Nc1ccc(N2CCCCCC2)cc1	89	84	0	99	85	85	12	90
COc1ccc(CC(=O)c2ccccc2C(=O)O)cc1	96	96	2	109	95	95	12	97
O=C(NCc1ccncc1)C(=O)NCc1ccncc1	107	108	0	107	95	100	0	97
Cc1cccc(OC(=O)c2ccncc2)c1C	95	91	0	95	92	97	5	92
Cc1nn(C(C)C(=O)NCC2CCCO2)c(=O)c2cc3occc3n12 (stereo not drawn)	101	108	0	115	105	104	4	104

Record cards (already shown). Values in the order: LAP4 TOR yeast	AGP1-GFP MLPCN	GRK2 inh	CR mimetic SO	CIT2-GFP yeast	RPL19A-GFP yeast	VLA-4 inh	MEP2-GFP yeast
Shown for `COC(=O)CC1C(=O)NCCN1C(=O)c1c(F)cccc1F` (stereo not drawn) → 97	98	0	93	99	95	-10	101
Shown for `Cc1nn(C(C)C(=O)NCC2CCCO2)c(=O)c2cc3occc3n12` (stereo not drawn) → 101	108	0	115	105	104	4	104
